High-throughput results from PubChem BioAssay.
CHO-K1 Ca antag: M1 antagonist counterscreen hit in parental CHO-K1 cells | inhibition, % at 3 µM | ATP-induced calcium, Fluo-8 fluorescence | hit rate 0.6% among 360,000;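 active = inhibition above a per-plate cutoff, the plate's mean sample inhibition plus 3 SD, cut at about 24% in these data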;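 also: 0% = DMSO plus EC80 ATP and 100% = DMSO alone without ATP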
CHRM4 PAM: positive allosteric modulators of human muscarinic M4 receptor | hit rate 0.4% among 360,000 | AID 624126 | activation, % at 3 µM | P08173 | CHO-K1 hM4/Gqi5, Fluo-8 calcium fluorescence, ACh EC20; 0% = ACh EC20, 100% = maximal ACh;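 active = activation above its plate's cutoff, the mean activation of sample wells plus 3 SD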; also: some results filed as inactive read as strong as hits
Target sequence (P08173 whole entry, looked up): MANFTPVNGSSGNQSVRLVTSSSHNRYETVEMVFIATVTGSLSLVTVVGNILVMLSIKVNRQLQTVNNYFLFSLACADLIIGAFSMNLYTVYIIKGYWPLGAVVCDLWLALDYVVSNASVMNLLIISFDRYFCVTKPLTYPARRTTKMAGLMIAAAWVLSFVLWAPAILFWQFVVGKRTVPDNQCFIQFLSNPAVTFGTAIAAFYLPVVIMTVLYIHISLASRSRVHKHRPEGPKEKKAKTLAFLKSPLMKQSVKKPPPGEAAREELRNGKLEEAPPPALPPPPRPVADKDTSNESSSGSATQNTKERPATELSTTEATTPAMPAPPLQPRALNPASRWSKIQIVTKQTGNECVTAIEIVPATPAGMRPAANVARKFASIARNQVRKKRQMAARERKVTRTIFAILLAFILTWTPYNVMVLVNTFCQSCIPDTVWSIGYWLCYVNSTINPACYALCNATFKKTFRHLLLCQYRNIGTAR
CHRM4 agonist: agonists of human muscarinic M4 receptor (CHRM4); CHO-K1 hM4/Gqi5, Fluo-8 calcium fluorescence; vehicle 0%, full acetylcholine response 100%; hit rate 0.14% among 360,000; P08173; AID 624127; activation, % at 3 µM;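 active = activation above the run mean over all test wells plus 3 SD, cut at about 32% in these data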;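 also: peak over basal fluorescence ratio per well then scaled between controls; 0% = DMSO wells and 100% = acetylcholine at EC100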
M1 ag parental: M1 agonist counterscreen hit in parental CHO-K1 cells. Fluo-8 calcium fluorescence; scaled to maximal ATP response, vehicle zero. activation, % at 3 µM. hit rate 0.48% among 360,000. AID 602248; in the data active = activation above about 15%;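 also: untransfected CHO-K1 host cells lacking M1 receptor as counterscreen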
CHRM5 antagonist: antagonists of human muscarinic M5 receptor (CHRM5); AID 624040; P08912; CHO-hM5 cells, Fluo-8 calcium fluorescence, ACh EC80; inhibition, % at 3 µM; hit rate 0.59% among 360,000;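 active = inhibition above a per-plate cutoff, the mean of that plate's test compounds plus 3 SD, cut at about 27% in these data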;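 also: 0% = acetylcholine EC80 with DMSO and 100% = DMSO without agonist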
Target sequence (P08912 whole entry, looked up): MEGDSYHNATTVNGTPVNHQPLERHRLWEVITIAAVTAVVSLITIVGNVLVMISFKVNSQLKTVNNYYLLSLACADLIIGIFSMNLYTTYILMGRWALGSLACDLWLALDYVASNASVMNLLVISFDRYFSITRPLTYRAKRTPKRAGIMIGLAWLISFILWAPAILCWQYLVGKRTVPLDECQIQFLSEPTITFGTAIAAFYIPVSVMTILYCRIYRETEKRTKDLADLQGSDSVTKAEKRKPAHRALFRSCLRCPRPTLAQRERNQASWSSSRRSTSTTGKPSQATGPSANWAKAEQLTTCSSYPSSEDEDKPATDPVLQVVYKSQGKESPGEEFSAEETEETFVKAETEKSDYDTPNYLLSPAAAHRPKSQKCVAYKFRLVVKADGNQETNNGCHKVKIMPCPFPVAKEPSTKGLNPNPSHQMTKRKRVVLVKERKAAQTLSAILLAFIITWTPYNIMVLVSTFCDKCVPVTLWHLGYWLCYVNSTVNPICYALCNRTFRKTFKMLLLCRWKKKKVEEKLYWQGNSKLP
CHRM4 antagonist: CHRM4 antagonism in calcium assay; inhibition, % at 3 µM; hit rate 0.73% among 360,000; AID 624125; CHO-hM4 cells, ACh EC80, Fluo-8 calcium fluorescence;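 active = inhibition above its plate's cutoff, the mean inhibition of sample wells plus 3 SD, cut at about 27% in these data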;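 also: 0% = acetylcholine EC80 with DMSO and 100% = DMSO without agonist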
M5 ag: agonists of human muscarinic M5 receptor (CHRM5); hit rate 0.19% among 360,000; CHO-K1 hM5 cells, Fluo-8 calcium fluorescence; 0% DMSO wells, 100% maximal acetylcholine response; activation, % at 3 µM; AID 624037;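 active = activation above the run's mean over test compounds plus 3 SD, cut at about 23% in these data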;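 also: signal is peak over basal fluorescence ratio across the kinetic read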
CHRM5 PAM: positive allosteric modulators of human muscarinic M5 receptor | hit rate 0.3% among 360,000 | AID 624038 | activation, % at 3 µM | P08912 | CHO-K1 hM5, Fluo-8 calcium, ACh EC20 PAM; 0% = ACh EC20, 100% = ACh EC100;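 active = activation above the run cutoff, the mean activation of all test compounds plus 3 SD, cut at about 18% in these data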
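Assay system: CHO-K1 hM5 cells. Also added: acetylcholine at EC20 concentration, added after compound. Dosing: 3 µM, single dose. Times: compound preincubation 140 s before EC20 acetylcholine addition. Signal: Fluo-8 calcium fluorescence. Measure: % activation relative to EC20 and EC100 ACh responses. Repeats: singlicate, one well per test compound.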
CHO-K1 Ca PAM: nonselective activator or artifact in parental CHO-K1 calcium assay. ATP EC20, Fluo-8 calcium fluorescence; 0% at ATP EC20, 100% at ATP max. activation, % at 3 µM. hit rate 0.02% among 360,000;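 active = activation above the run cutoff, the mean activation of all test compounds plus 3 SD, cut at about 40% in these data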;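 also: peak over basal fluorescence ratio in a 140 s read after ATP addition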
Starred values were filed as active, the others as inactive; . = no result given.

Values run as follows: CHO-K1 Ca antag	CHRM4 PAM	CHRM4 agonist	M1 ag parental	CHRM5 antagonist	CHRM4 antagonist	M5 ag	CHRM5 PAM	CHO-K1 Ca PAM
> S=c1[nH]nc(-c2cc(-c3ccccc3)n[nH]2)n1/N=C/C(Br)=C/c1ccccc1
  8	-7	0	-0.9	-13	3	3	5	-7
> CCN1CCN(C(=O)c2ccc(N3CC4CC(C3)c3cccc(=O)n3C4)c(NC(=O)c3cc(OC)cc(OC)c3)c2)CC1 (stereo unspecified)
  -21	-4	0	0.9	2	0	-2	4	-10
> OC(COc1ccc(F)cc1Cl)CN1CCc2ccccc2C1 (stereo unspecified)
  -9	9	5	4.4	-1	-21	-5	-1	5
> O=C(O)C1C2CCC(C2)C1C(=O)NCCCn1ccnc1 (stereo unspecified)
  -2	-5	0	0.3	-1	5	-2	3	8
> Cc1ccc(-n2nc(C(=O)NN)c(C)c(C#N)c2=O)cc1Cl
  -13	2	-1	-0.6	-5	-3	-2	2	5
> CCC1CC(C(=O)Nc2ccccc2)C(=O)O1 (stereo unspecified)
  -16	-10	1	0.3	6	-6	1	-6	8
> Nc1nc(SCc2ccccn2)c2ncn(C3OC(CO)C(O)C3O)c2n1 (stereo unspecified)
  -11	-3	2	0.7	9	6	2	2	9
> CC(C)Cc1nc2c(nnn2Cc2ccccc2F)c(=O)[nH]1
  -11	18	1	0.4	7	-14	-2	-6	6
> COc1ccccc1OCC(=O)N(Cc1nc(-c2ccccc2)no1)C1CCCCC1
  -9	3	9	1.6	0	0	-4	0	19
> O=C(Nc1cccc([N+](=O)[O-])c1)C1CC(=O)N(C2CCCCC2)C1 (stereo unspecified)
  -6	-7	3	1.4	-6	4	1	6	18
> Cc1ccc2c(c1)NC(=O)C(CC(=O)NCCCN1CCN(c3cc(C)ccc3C)CC1)O2 (stereo unspecified)
  -6	-5	7	1.3	4	14	-3	-6	17
> COc1ccc(NC(=S)N2CCCCC2c2cccnc2)cc1 (stereo unspecified)
  8	3	1	-0.1	-13	0	-4	2	-12
> Nc1nnc(CCCCCc2nnc(N)s2)s1
  -5	0	1	9.7	-4	4	-1	3	12
> Cc1c(S(=O)(=O)N2CCN(c3ccc(F)cc3)CC2)c(=O)n(C)c(=O)n1C
  12	7	1	-0.4	-6	1	-4	-1	-1
> Cc1ccc(NC(=O)c2ccc(OC(F)F)cc2)cc1S(=O)(=O)N(C)C
  12	-9	9	11	15	0	1	-13	-8
> NS(=O)(=O)c1ccc(CNC(=O)Cc2c(F)cccc2Cl)cc1
  -1	-3	0	-0.2	5	-5	-1	-11	12
> CCOC(=O)c1ccc2[nH]c3ccccc3c2c1
  4	0	-1	-0.2	6	10	-5	-6	11
> COc1ccc(NC(=O)c2cc(-c3ccco3)on2)cc1OC
  -12	3	2	1.2	6	5	0	1	7
> Cc1cc(C)n(C(=O)CSc2ccc(Cl)cc2)n1
  -5	5	1	0.1	-3	-5	-1	1	14
> CC(C)OC(=O)n1c(=S)oc2ccccc21
  0	7	0	0.3	3	2	0	-3	18
> COc1ccc(C(C)(C)C)cc1NC(=O)CCCn1c(=O)oc2ccccc21
  -10	-4	3	1.4	-2	0	-2	-3	16
> COc1ccc(CC(=O)Nc2ccc(C(C)=O)cc2)cc1
  -3	-10	0	0.9	9	-1	-2	5	14
> Cn1c(-c2cccc(OCc3ccccc3)c2)nc2c1c(=O)[nH]c(=O)n2Cc1ccccc1
  -8	12	1	0.5	-6	0	-1	3	20
> Cc1ccc(-c2nc(N3CCOCC3)sc2C(=O)N2CCOCC2)cc1
  -2	-2	2	-0.3	-8	-5	1	2	13
> Clc1ccc2c(SCC3CO3)c3ccccc3nc2c1 (stereo unspecified)
  -8	-2	1	0.5	13	2	2	3	4
> O=C(c1ccco1)N1CCCC(c2nc3c(nnn3Cc3c(Cl)cccc3Cl)c(=O)[nH]2)C1 (stereo unspecified)
  -19	-10	0	0.4	-4	10	-2	4	1
> CCn1c2ccccc2c2nc3cc(OC)c(OC)cc3nc21
  20	11	1	0.5	-4	9	0	1	3
> C[C@H](NC(=O)c1cc2c(cn1)[nH]c1ccccc12)C(=O)O
  -1	-2	5	2.4	6	-1	-1	-3	10
> CC(O)(c1ccc(F)c(F)c1)c1nc(-c2ccc(S(C)(=O)=O)cc2)cs1 (stereo unspecified)
  -5	-4	7	2.3	-3	-7	-1	-9	4
> N#Cc1cc2c(nc1SCC(=O)N1CCCCC1)CCCC2
  2	0	5	0.8	2	-7	-8	-22	6
> Cc1ccccc1N1CC(C(=O)Nc2nnc(SCCC3OCCO3)s2)CC1=O (stereo unspecified)
  -6	1	1	0.6	-4	2	-1	3	-7
> O=C(COc1ccccc1)NC(=S)Nc1ccc2c3c(cccc13)CC2
  0	26	1	-0.2	11	2	2	4	-6
> O=C(C=Cc1ccco1)c1ccc2ccccc2c1
  -15	5	1	-0.1	6	-8	2	4	10
> C=CCOc1ccc(C2C(C(=O)c3ccco3)=C(O)C(=O)N2CCCN(CC)CC)cc1 (stereo unspecified)
  -6	-3	0	0.3	-5	4	-2	0	9
> CN(Cc1cn(C)nc1-c1ccccc1F)Cc1nccn1C
  -18	1	1	1.6	7	-5	-11	6	28
> Cc1ccc(C2=NOC(C)(c3nnc(-c4ccncc4)o3)C2)cc1 (stereo unspecified)
  -14	6	5	2.4	4	-17	7	1	12
> CO/N=C/C(NC(=O)c1ccc(C(F)(F)F)cc1)C(=O)OC (stereo unspecified)
  -8	2	2	0.3	2	5	-1	4	17
> CC1CN(c2ccc(C(=O)c3ccccc3C(=O)O)cc2[N+](=O)[O-])CC(C)O1 (stereo unspecified)
  -11	-4	6	0.4	0	10	0	5	24
> C=C(C)COc1ccc(-c2[nH]ncc2Oc2cccc(OC)c2)c(O)c1
  -8	-3	0	0.5	3	8	-3	-8	9
> CCOC(=O)C1C(=O)NC(SCC(=O)Nc2nccs2)=C(C#N)C1c1ccccc1OCC (stereo unspecified)
  -22	5	7	1.0	-6	-17	-3	-2	21
> Cc1cc(C)c2cc(C#N)c(NCCNC(=O)c3ccncc3)nc2c1
  .	3	3	.	-5	-1	4	3	.
> Cc1ccc(C(=O)CNc2nc3c(c(=O)[nH]c(=O)n3C)n2Cc2ccccc2)cc1
  -12	-3	1	-0.1	-7	-5	-3	5	16
> CCOC(=O)C1CCN(CCC(=O)Nc2ccc(Cl)cc2)CC1
  -12	0	3	1.6	0	10	0	-6	17
> CC1CCCN(c2cc(N(C)CCO)c([N+](=O)[O-])c3nonc23)C1 (stereo unspecified)
  -7	2	1	-0.4	2	15	0	8	-6
> CCOc1ccccc1NC(=O)c1cccc2ccccc12
  -7	2	1	0.3	-4	-15	2	-1	9
> COc1ccc(C2CC2/C(=N/OC(=O)c2cccs2)c2ccccc2)cc1 (stereo unspecified)
  -8	-3	0	1.1	-5	7	-3	-8	22
> CCOC(=O)C1(CCCc2ccccc2)CCN(C(=O)CCn2cncn2)CC1
  -1	4	3	1.9	-8	-3	-1	-4	9
> COc1ccccc1/C=C/C(C)=O
  -16	-4	1	2.2	1	0	-2	-1	31
> Cc1ccc2c(Cl)cc(Cl)c(O)c2n1
  4	8	1	0.3	14	3	2	-6	-20
> COc1ccc(N(CC(=O)N/N=C/c2cccc3c2OCCO3)S(=O)(=O)c2ccc(NC(C)=O)cc2)cc1
  -1	8	2	0.9	4	-9	-4	-3	5

New compounds follow.
Values run as follows: CHO-K1 Ca antag	CHRM4 PAM	CHRM4 agonist	M1 ag parental	CHRM5 antagonist	CHRM4 antagonist	M5 ag	CHRM5 PAM	CHO-K1 Ca PAM
> COc1cc(C(=O)O)c2ccccc2n1
  -12	2	1	0.5	-6	-2	-2	-9	3
> O=C(CCCCCN1C(=O)c2cccc3cccc(c23)C1=O)N1CCOCC1
  -1	20	0	0.7	1	5	0	8	12
> OCCN(Cc1ccccc1)Cc1ccccc1O
  13	3	2	0.1	2	-1	-4	-6	-2
> CN1CCN(NC(=S)NC2CCCCC2)CC1
  0	0	1	-0.1	7	-4	-9	-8	16
> COc1cccc(-c2nnc(SCC(N)=O)n2-c2ccc(Cl)cc2)c1
  -8	2	1	-0.1	5	6	3	1	-1
> Cc1nc(CSc2nnc3scc(-c4ccc(Cl)cc4)n23)cs1
  0	-6	0	0.1	4	10	1	1	15
> OCC[C@@H]1C[C@@H](O)[C@H](O)[C@@]2(CCCc3ccccc3O2)O1
  0	0	2	-0.1	2	-10	2	7	-4
> COc1cc(C(F)(F)F)nc(-c2ccccn2)n1
  -11	8	1	0.4	15	10	-1	-1	18
> O=C(CNC(=O)c1ccccc1)N/N=C/c1cn[nH]c1-c1ccccc1
  4	-4	2	0.5	6	-9	-1	-9	8
> O=C(CCNS(=O)(=O)c1ccc(OC(F)(F)F)cc1)NCCc1c[nH]c2ccccc12
  -12	-6	11	7.7	15	11	3	-11	11
> O=C1c2ccccc2C(=O)N1OCCCN1C(=O)c2ccccc2S1(=O)=O
  -18	-6	4	0.8	-4	3	1	1	16
> CCOCc1c(C(=O)Nc2ccccc2N2CCN(C)CC2)oc2ccccc12
  -5	6	3	1.1	8	-11	1	0	0
> COCC(C)n1c(SC(C)C(=O)NC2CCCCC2C)nc2ccccc2c1=O (stereo unspecified)
  -4	6	1	0.3	-7	-12	-4	2	9
> Cc1ccccc1N(Cc1ccccc1F)S(C)(=O)=O
  -10	-3	0	1.0	2	3	0	-2	20
> CN(C)c1ccc(/C=[N+](\[O-])C(C)(C)/C=N/O)cc1
  -4	10	0	0.2	6	-2	-3	-2	-1
> COc1ccc(NC2CCCN(C(=O)C3=NN(C)C(=O)CC3)C2)cc1OC (stereo unspecified)
  -14	2	2	1.5	-9	2	-2	-1	15
> Cc1[nH]n(C(N)=S)c(=O)c1N=Nc1cccc(Cl)c1
  -17	-4	0	4.3	2	-9	1	-3	5
> CCOc1ccc(N2C(=O)/C(=C/c3cccs3)N(CC(=O)OC)C2=S)cc1
  -5	-8	1	1.1	1	8	-1	4	6
> CC(C)C[C@@H](COCc1ccc([N+](=O)[O-])cc1)N1CCN(C(=O)c2ccc(C(F)(F)F)cc2)CCC1=O
  -17	-6	7	3.6	1	2	0	-7	6
> O=C(Cc1ccccc1F)Nc1cccc(S(=O)(=O)N2CCOCC2)c1
  -11	3	3	1.1	15	-2	4	1	18
> O=S(=O)(c1ccc(N2CCCCCC2)nc1)N1CCCC1
  4	-17	0	0.7	-5	29*	-11	-16	13
> O=C(CCc1ccccc1)Nc1ccc(S(=O)(=O)NC2=NCCCCC2)cc1
  -10	14	2	0.5	18	-1	0	0	7
> Nc1cc(=O)[nH]c(SCC(=O)Nc2ccc(F)c(Cl)c2)n1
  3	-12	1	0.1	6	9	2	-4	-1
> CC(=O)N1c2ccc(S(=O)(=O)NCCC(=O)NC3CCCCCC3)cc2CC1C (stereo unspecified)
  -7	1	5	2.6	3	-7	-1	-4	12
> COc1ccc(CCNC(=O)CN2c3cccc4cccc(c34)S2(=O)=O)cc1
  -2	4	4	1.1	2	-4	3	-1	13
